TSG101-PTAP inh = blocks PTAP/TSG101 interaction to inhibit HIV-1 budding; 340,000 tested, under 10 active; Fluorescence polarization, FITC-PTAP peptide / Tsg101 binding; Q99816; AID 493005; Potency, µM (doses to about 115 µM), without a hit: top-dose activity change, negative = inhibition, usual class: inhibitors; active means well fitted inhibition curve with a large enough effect in the main read-out, with a control signal flat, not every such curve was filed as active; inconclusive means small, poorly fitted or top-dose-only effect, or effect the other way, or a change in a side signal; inactive means no such curve, though single readings can be large or run the other way; further: potency means the concentration at half of the fitted maximal effect; % of control where 0% means no effect
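FP read-out: FITC-PTAP peptide, 50 nM final, binding Tsg101 binding domain, 10 uM final; 20 min, r.t.; 10 mM HEPES pH 7.5, 0.15 M NaCl, 0.01% Tween 20, 3 mM EDTA, 0.1 mM TCEP.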
ELG1 repair inh = inhibitors of ELG1-dependent DNA repair in HEK293T cells | Potency, µM (highest dose often 46.1 µM), inactives show at the highest dose activity change, negative = inhibition, hits mostly inhibitors | 2.3% of 330,000 active | AID 504467 | HEK293T ELG1-luciferase reporter, luminescence, 16 h; DNA damage induced by 5-fluorouridine; further: potency means the concentration at half of the fitted maximal effect; on the % scale 0 is the no-effect control and ±100 the full control effect; nearly all actives have a fitted effect of over 55% in size
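Quantitative HTS, concentration-response format. 2,000 cells/well co-treated with 5-fluorouridine and compound, 16 hr in 5% CO2 at 37 °C; ONE-Glo luminescence read after 30 min.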
B2AR arrestin = beta2AR (human) beta-arrestin recruitment activity; Potency, µM (doses to about 46.1 µM), for the others: top-dose activation, most hits filed as activators; P07550; beta-arrestin recruitment to beta2AR, cell-based reporter; 0.02% of 330,000 active;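 further: potency means the concentration at half of the fitted maximal effect; 0% = DMSO controls and full agonism = EC100 isoproterenol or metaproterenol; nearly all actives have a fitted effect of over 65% in size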
Target sequence (P07550 whole entry, looked up): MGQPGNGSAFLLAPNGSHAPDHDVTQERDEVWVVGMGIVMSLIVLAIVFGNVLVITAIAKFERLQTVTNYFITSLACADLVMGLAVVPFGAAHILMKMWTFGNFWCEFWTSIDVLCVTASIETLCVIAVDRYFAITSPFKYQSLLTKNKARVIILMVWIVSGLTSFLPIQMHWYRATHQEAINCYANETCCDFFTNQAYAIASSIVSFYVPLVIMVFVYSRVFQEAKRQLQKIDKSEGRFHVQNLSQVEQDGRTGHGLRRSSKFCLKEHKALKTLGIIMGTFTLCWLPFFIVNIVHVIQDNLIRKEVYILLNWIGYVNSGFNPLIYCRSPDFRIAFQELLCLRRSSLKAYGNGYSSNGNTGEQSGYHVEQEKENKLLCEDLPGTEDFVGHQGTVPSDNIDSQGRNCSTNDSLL
Mito fusion yeast = inhibitors of mitochondrial division or activators of mitochondrial fusion | Potency, µM (titrated, usually from 46.1 µM), inactives show at the top dose growth rescue (activation), usual class: activators | S. cerevisiae fusion-defective mutant growth rescue, CellTiterGlo 48 h | AID 485298 | 0.23% of 320,000 active;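 further: potency means the concentration at half of the fitted maximal effect; % of control where 0% means no effect; nearly all actives have a fitted effect of over 45% in size; temperature-sensitive fusion mutants such as fzo1-1 at 37 °C on non-fermentable ethanol glycerol medium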
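S. cerevisiae fusion-defective temperature-sensitive mutants (e.g. fzo1-1, mgm1-5) grown 48 h at 37C in YPEG (ethanol/glycerol non-fermentable) medium with 23 nl compound per well; growth rescue read as CellTiterGlo luminescence.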
Tb PFK inh = inhibitors of T. brucei phosphofructokinase | O15648 | T. brucei PFK, ADP-Glo luminescence | Potency, µM (titrated, usually from 57.5 µM), inactives show at the top dose activity, negative = inhibition, most hits filed as inhibitors | 0.17% of 330,000 active | AID 485367;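 further: potency means the concentration at half of the fitted maximal effect; 0% = uninhibited 1x PFK enzyme wells and -100% = no-enzyme wells; nearly all actives have a fitted effect of over 60% in size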
Target sequence (O15648 whole entry, looked up): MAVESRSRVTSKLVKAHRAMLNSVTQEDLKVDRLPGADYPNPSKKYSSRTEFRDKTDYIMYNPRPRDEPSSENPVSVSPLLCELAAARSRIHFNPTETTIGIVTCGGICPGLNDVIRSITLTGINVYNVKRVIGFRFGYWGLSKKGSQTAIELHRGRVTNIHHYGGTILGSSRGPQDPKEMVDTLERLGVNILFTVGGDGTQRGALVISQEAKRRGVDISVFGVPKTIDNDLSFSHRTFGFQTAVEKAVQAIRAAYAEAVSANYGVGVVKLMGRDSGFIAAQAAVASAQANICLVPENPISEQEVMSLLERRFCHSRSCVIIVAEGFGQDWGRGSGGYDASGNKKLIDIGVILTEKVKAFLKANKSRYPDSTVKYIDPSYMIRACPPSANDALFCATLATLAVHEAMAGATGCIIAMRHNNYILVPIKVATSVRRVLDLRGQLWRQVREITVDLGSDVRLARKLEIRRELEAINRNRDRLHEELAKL
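1.25 nM PFK with 0.5 mM F6P and 0.1 mM ATP in 0.1 M TEA pH 8.0, 5 mM MgCl2, incubated 45 min at room temperature; ADP measured by ADP-Glo luminescence; compounds titrated up to 57 uM.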
USP2a inh = USP2a (human) protease inhibition | Potency, µM (titrated, usually from 38.3 µM), without a hit: at the highest dose activity change, negative = inhibition, actives largely listed as inhibitors | 0.01% of 330,000 active | USP2 core, Ub-CHOP2 coupled fluorogenic reporter, 485/531 | AID 463254 | O75604;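 further: potency means the concentration at half of the fitted maximal effect; plate controls were DMSO wells for no effect and full inhibition by NEM control for full effect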
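Deubiquitinase activity read as fluorescence (485/531 nm) after Ub-CHOP2 cleavage activates the enterokinase reporter on its substrate; USP2 core 10nM, Ub-CHOP2 and substrate 25nM each, 30min compound preincubation then 60min RT; data normalized to NEM, curves fitted.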
TCR act = activators of T cell receptors; 330,000 tested, under 10 active; primary human leukocytes, anti-CD3, IL-2 HTRF, 48 h; Potency, µM (top dose mostly 9.22 µM), without a hit: at the highest dose activation of IL-2 secretion, actives largely listed as activators; further: % of control where 0% means no effect
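Activity was scored as IL-2 release from primary human leukocytes given only a TCR signal (a-CD3 beads) plus compound for 48 hr. Detection used a two-antibody HTRF format read at 665nm.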
TSHR antag = human thyrotropin receptor antagonism; TSHR-expressing cells, TSH-stimulated cAMP HTRF, 2 h; hits give low values; activity change, negative = inhibition, % at 11.5 µM; P16473; 0.2% of 330,000 active;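 active means activity change below a set negative limit, meaning inhibition stronger than a set level, cut at about -70% in these data; inconclusive means activity change between two set negative limits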; further: on the % scale 0 is the no-effect control and ±100 the full control effect
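Competitive HTRF cAMP read-out (cryptate anti-cAMP antibody, cAMP-d2; 30 min, room temperature) in freshly harvested TSHR cells. Compounds added before TSH at EC80 (4nM final), followed by 2 hours' incubation at 37 deg C.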
uPA surface inh = blocks generation of uPA at the cell surface. Potency, µM (highest dose often 38.3 µM), for the others: at the highest dose activity change, negative = inhibition, usual class: inhibitors. cell surface uPA generation assay, qHTS. AID 540303. 0.31% of 330,000 active; active means well fitted inhibition curve with a large enough effect; inconclusive means small, poorly fitted or top-dose-only effect; inactive means no such curve, though single readings can be large or run the other way; tested in mouse RAW 264.7 cells; further: potency means the concentration at half of the fitted maximal effect; on the % scale 0 is the no-effect control and ±100 the full control effect; nearly all actives have a fitted effect of over 55% in size
Chronic BCR inh = inhibitors of chronic active B-cell receptor signaling. ABC-DLBCL IkBa-CBG/CBR reporter, luminescence ratio, 4 h. Potency, µM (highest dose often 46.1 µM), without a hit: at the top dose ratio change, negative = lower green/red ratio, hits mostly inhibitors. 0.05% of 340,000 active. AID 493014; active means well fitted inhibition curve with a large enough effect in the signal ratio, with a control signal flat, not every such curve was filed as active; inconclusive means small, poorly fitted or top-dose-only effect, or effect the other way, or a change in a side signal; the % refers to the signal ratio;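 further: potency means the concentration at half of the fitted maximal effect; plate controls were basal doxycycline-induced cells for no effect and cells given 10 µM MG132 for full effect; MG132 reads +100%, hits lower the ratio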
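Compounds up to 46 uM were incubated four hours with TMD8 cells whose green CBG68 luciferase is fused to IkappaBalpha; red CBR luminescence normalised the signal, and concentration-effect curves were fitted to fusion, red and ratio data.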
Eya2 phos inh = blocks the phosphatase activity of human Eya2 | O00167 | recombinant Eya2, OMFP fluorescence dephosphorylation (OMFP is methylfluorescein phosphate) | Potency, µM (top dose mostly 76.9 µM), without a hit: top-dose activity, negative = inhibition, most hits filed as inhibitors | 0.006% of 330,000 active | AID 488837; further: potency means the concentration at half of the fitted maximal effect; on the % scale 0 is the no-effect control and ±100 the full control effect
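Eya2 protein (added as 0.2 uM solution) was preincubated with compound for 10 min at ambient temperature in 50 mM HEPES pH 7.5, 50 mM NaCl, 5 uM MgCl2, 0.05% BSA, 1 mM DTT. OMFP (added at 50 uM) then reacted 10 min; fluorescence read at 485/525 nm.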
Starred values were filed as active, the others as inactive; ? = inconclusive; . = no result given; [ ] = remark or other dose. Unless noted, the call rests on the fitted dose curve; in most records, active means well fitted curve in the direction sought with a large enough effect; inconclusive means small, poorly fitted or top-dose-only effect, or another doubt; inactive means no such curve, though single readings can be large; an effect the other way counts as inactive or inconclusive.

Values in the order: TSG101-PTAP inh, ELG1 repair inh, B2AR arrestin, Mito fusion yeast, Tb PFK inh, USP2a inh, TCR act, TSHR antag, uPA surface inh, Chronic BCR inh, Eya2 phos inh
CC(C)CC(NC(=O)C(NC(=O)C1OC2OC(C)(C)OC2C2OC(C)(C)OC12)C(C)C)C(=O)O (configuration not stated)
    0%, 12%, 0.4%, -5%, -8%, 0%, 2%, -10, -11%, ?, 2%
COC(=O)[C@@H]1C[C@@H]2CC[C@@H](O)C[C@@H]2N1Cc1ccc(N2CCN(C)CC2)cc1
    -1%, 9%, 0.0%, 24%, 0%, -9%, -1%, 0, -8%, -3%, 0%
CC1(C)CC(=O)C=C(NCc2ccco2)C1
    -1%, 1%, -0.3%, -4%, 2%, -5%, -5%, 12, 3%, -7%, 6%
NNC(=O)c1n[nH]c(=O)c2ccccc12
    -1%, 2%, -0.5%, 2%, 1%, 4%, -2%, -3, -10%, -14%, -4%
CNc1ccc(NC(C)=O)cc1[N+](=O)[O-]
    -1%, 21%, -0.2%, -3%, -1%, -1%, 15%[46.1 µM], -20, 2%, ?, -6%
Brc1cccc(-c2nc3cccnc3nc2-c2cccc(Br)c2)c1
    -5%, -17%, 0.5%, -4%, 0%, 3%, 6%, 35, 5%, 8%, -2%
COc1ccccc1CNC(=O)c1ccccc1OC
    0%, 13%, -0.7%, 6%, -2%, 1%, 11%, 0, 0%, ?, -6%
Cc1ccc(OCC(=O)n2cnnc2N)c(C)c1
    ., 7%, -1.7%, -10%, 8%, -1%, ., 2, ., 2%, 4%
CC(C)Oc1ccc(Cn2c(=O)oc3ccccc32)cc1
    -4%, -5%, 0.2%, 8%, -2%, 3%, 0%, -6, 11%, 3%, -6%
COc1ccccc1CNC(=O)c1ccccc1N
    4%, 16%, -0.5%, -1%, -10%, 9%, 4%, -4, ., ?, -21%
C=CCOc1nc(N(C)C)nc(N(C)C)n1
    -2%, 17%, 0.1%, 0%, 2%, -1%, 2%, 4, -3%, 0%, -5%
COc1ccc2cc(C3(C)NC(=O)N(CC(=O)NCCC4=CCCCC4)C3=O)ccc2c1 (configuration not stated)
    -1%, -22%, -0.1%, -1%, -2%, 1%, -8%, -1, 8%, ?, -4%
O=C1C2C3C=CC(C3)C2C(=O)N1c1cccc(-c2nc3ccccc3o2)c1 (configuration not stated)
    5%, 10%, -0.3%, -5%, 0%, 2%, 1%, 7, 7%, -7%, -23%
O=C(Cc1cn2ccsc2n1)Nc1nc2c(s1)CCCC2
    -3%, 23%, 0.4%, -4%, -1%, 0%, 0%, -5, -3%, -2%, 1%[15.4 µM]
COc1ccc(C(=O)N/C(=C\c2ccco2)C(=O)NC2CCS(=O)(=O)C2)cc1 (configuration not stated)
    -1%, -9%, 0.1%, 10%, 0%, 5%, 1%, -1, 4%, 10%, 3%
C/C(=N\Nc1ccc(Cl)cc1)c1ccccn1
    ., ?, 0.0%, 7%, 0%, 3%, ., -3, 15%, ?, -5%
O=S(=O)(c1ccc(Cl)cc1)N1CCN(CCc2ccccc2)CC1
    0%, -2%, -0.2%, 14%, -1%, 2%, -1%, 1, 0%, 4%, 2%
O=C(NCc1cccnc1)NC(C(F)(F)F)C(F)(F)F
    -6%, 0%, -3.9%, -4%, 3%, 1%, -2%, -5, 0%, 1%, 4%
O=C(O)CN1C(=O)C2C3CC(C2C1=O)C1C(c2ccc(F)cc2)c2sc(=O)[nH]c2SC31 (configuration not stated)
    0%, 7%, 0.1%, -1%, 16%, -1%, 0%, 9, 2%, -6%, 1%
COc1ccc(COC(=O)CCS(=O)(=O)c2ccc(C)cc2)cc1F
    -3%, 16%, -0.7%, 18%, 5%, 2%, -3%, 19, -2%, 6%, 10%
O=C(O)/C=C\c1cn(-c2ccccc2)nc1-c1cc2ccccc2o1
    -8%, ?, -0.3%, 9%, 9%, -3%, 6%, -18, -8%, ?, 3%
Cc1cc(O)c(C(C)C)cc1NS(=O)(=O)c1ccccc1
    -2%, -21%, -0.1%, 1%, -5%, -1%, -4%, -21, -3%, -8%, 8%
CCn1ncc(Br)c1C(=O)N(C)C12CC3CC(CC(C3)C1)C2
    -2%, ?, 0.1%, -4%, 2%, 5%, 1%, -21, -1%, -1%, -3%
CC(O)c1nc2ccccc2n1C(C)c1ccccc1 (configuration not stated)
    -8%, 4%, -1.1%, 0%, -6%, 1%, ., 4, 6%, -5%, 3%
CCCn1nnc(NC(=O)c2cc3ccccc3o2)n1
    -2%, ?, -0.2%, -2%, 0%, 0%, 4%, 5, -4%, ?, -17%
O=C(COc1ccccc1)Nc1nnc(-c2ccc(F)cc2)o1
    -8%, 0%, 0.5%, -1%, 1%, -6%, 5%, 25, 9%, ?, -1%
CCCCC(=O)NC(=S)Nc1ccccc1C(=O)Nc1ccccc1
    ., -13%, -2.9%, 1%, 4%, -2%, ., 0, 6%, -4%, -8%
CCN(c1ccccc1)S(=O)(=O)c1ccc(C(=O)Nc2ccccc2OC)cc1
    1%, ?, 0.1%, ., 0%, -2%, -1%[46.1 µM], -14, 3%, 1%, 2%
Cc1cc(C)c2c(N)c(C(=O)Nc3nccs3)sc2n1
    0%, ?, 0.1%, 4%, 1%, 0%, 3%, -8, -11%, ?, -10%
CC(C)NC(=O)NNc1c(Cl)cncc1Cl
    -2%, -4%, -1.0%, -15%, -3%, 1%, 9%, 8, -1%, 0%, 3%
Nc1ncnc2c1ncn2CCN1CCOCC1
    -4%, 6%, -2.1%, -2%, -5%, 0%, -5%, 6, 4%, 0%, 6%
Cc1ccc(S(=O)(=O)N(CCC(=O)O)Cc2ccc(Cl)cc2)cc1
    -7%, 2%, -0.2%, -3%, 1%, 3%, 5%, 4, 1%, 12%, -4%
CCOC(=O)N1CCN(C(=O)c2cccc(NS(=O)(=O)c3ccc(F)c(F)c3)c2)CC1
    0%, 5%, 3.4%, -4%, 0%, 1%, -1%[46.1 µM], -6, 0%, 0%, 12%
O=C(/C=C/c1ccccc1)NC1CC2CCCC(C1)N2Cc1ccccc1 (configuration not stated)
    ., -3%, -0.2%, -1%, 0%, -9%, ., 3, ., -2%, 0%
COc1ccc(OC)c(S(=O)(=O)N2CCCC(C(=O)N3CCCC3)C2)c1 (configuration not stated)
    -1%, 0%, 0.0%, -1%, -6%, -3%, -3%, 11, 1%, 1%, -5%
O=C1C(Cl)=C(N2CCCCCC2)C(=O)N1c1ccccc1Cl
    -1%, 7%, -0.4%, 5%, -3%, 4%, 5%, 3, 1%, 2%, -8%
COc1ccccc1CNC(=O)CSc1ccc(-c2ccccn2)nn1
    -3%, -10%, -0.4%, -2%, -2%, 5%, 7%, 0, -7%, 9%, -3%
Cc1ccc2c(C)c(C(=O)N(Cc3cccs3)C3CCS(=O)(=O)C3)oc2c1 (configuration not stated)
    -5%, ?, -0.2%, 8%, -1%, -2%, 3%, 0, 0%, -20%, 17%
Cc1cccc(NC(=O)CNC(=O)c2cccc(-n3cccc3)c2)c1C
    -1%, 0%, -0.8%, 1%, 21µM*, 1%, 2%, 7, -2%, -10%, 12%
Nn1c(SCc2cn3ccccc3n2)nnc1-c1ccncc1
    -2%, -6%, 0.0%, -4%, -13%, 3%, -1%, -1, 3%, 0%, 11%
O=C(Nc1nnc(-c2cc(Cl)ccc2Cl)o1)c1ccco1
    -7%, ?, 0.2%, 25%, -7%, -1%, -4%, 2, -5%, -4%, 14%
Cc1ccc(NC(=O)N2CCCc3ccccc32)cc1C
    -6%, ?, -0.6%, -1%, 0%, -1%, -3%, -2, -2%, 1%, 4%
CCCOc1ccc(C2c3c(oc4cc(C)c(C)cc4c3=O)C(=O)N2CCCN(C)C)cc1 (configuration not stated)
    0%, 2%, 0.2%, -7%, 3%, 5%, -4%[46.1 µM], -9, -5%, 3%, 1%
Cc1ccc(C(=O)NCC(c2ccc(F)cc2)N2CCOCC2)s1 (configuration not stated)
    -2%, ?, -0.3%, ., -1%, 1%, 0%, -2, 2%, 0%, -27%
